# Bioassay records as filed in PubChem BioAssay.
# HKDC1 inhibitor = inhibitors of human hexokinase HKDC1; Q2TB90; AID 493160; recombinant HKDC1, G6PDH/diaphorase resazurin coupled fluorescence; inhibition, % at 20 µM; actives 0.16% (n = 340,000);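 active means inhibition above about 35% when tested at 20 µM, limit read from the data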;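 further: plate controls were DMSO wells with enzyme for no effect and DMSO wells lacking enzyme for full effect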
# Target sequence (Q2TB90 whole entry, looked up): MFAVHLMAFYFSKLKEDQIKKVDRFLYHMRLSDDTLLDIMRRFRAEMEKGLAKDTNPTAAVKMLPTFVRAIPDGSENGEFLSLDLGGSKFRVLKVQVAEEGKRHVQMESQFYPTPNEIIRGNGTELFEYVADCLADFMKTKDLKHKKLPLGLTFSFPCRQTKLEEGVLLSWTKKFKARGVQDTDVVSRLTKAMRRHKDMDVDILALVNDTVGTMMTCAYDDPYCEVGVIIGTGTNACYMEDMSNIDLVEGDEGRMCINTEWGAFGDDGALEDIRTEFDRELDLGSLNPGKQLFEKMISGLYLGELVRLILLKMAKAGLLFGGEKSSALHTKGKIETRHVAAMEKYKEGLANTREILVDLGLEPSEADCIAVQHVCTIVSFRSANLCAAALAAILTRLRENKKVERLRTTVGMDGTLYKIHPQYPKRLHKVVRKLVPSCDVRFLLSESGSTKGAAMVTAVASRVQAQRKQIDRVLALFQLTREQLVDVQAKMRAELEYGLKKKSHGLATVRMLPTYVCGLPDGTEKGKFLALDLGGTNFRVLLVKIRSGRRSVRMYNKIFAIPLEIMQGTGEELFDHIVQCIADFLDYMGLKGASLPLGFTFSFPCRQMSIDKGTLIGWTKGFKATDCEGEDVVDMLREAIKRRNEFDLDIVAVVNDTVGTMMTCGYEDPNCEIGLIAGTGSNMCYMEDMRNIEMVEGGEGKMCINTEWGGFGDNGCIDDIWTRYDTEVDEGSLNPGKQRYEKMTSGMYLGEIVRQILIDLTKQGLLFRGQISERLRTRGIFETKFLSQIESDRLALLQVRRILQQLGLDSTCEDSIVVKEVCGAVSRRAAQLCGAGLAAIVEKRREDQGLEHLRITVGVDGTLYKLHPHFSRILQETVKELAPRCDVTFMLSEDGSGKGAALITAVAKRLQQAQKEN
#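 Test system: recombinant HKDC1 (HK5) hexokinase enzyme, produced in-house / Doses: 20 µM test compound, 1% DMSO / Timing: 90 min, room temperature / Detection: G6PDH/diaphorase-coupled fluorescence, 1 mM NADP, 100 µM resazurin, 525/613 nm / Control set: DMSO wells with and without enzyme mix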
# MIN6 prolif = induces beta-cell replication in MIN6 cells; MIN6 cells proliferation, ATPlite luminescence, 48 h; cells starved in 0.2% serum; 100% = growth in 10% serum; proliferation, % at 10 µM; actives 0.29% (n = 330,000); AID 2380;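 active means compounds whose signal lies at least 3.5 SD above the mean of all wells on their plate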;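 further: 0% = DMSO-treated cells in low-serum medium and 100% = 10% serum control; some compounds called inactive have numbers as strong as hits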
# SENP8 block-1 = inhibitors of human SENP8 protease; Q96LD8; recombinant SENP8, Nedd8 substrate fluorescence; inhibition, % at 20 µM; actives 0.64% (n = 360,000); AID 602440; in the data active means inhibition mostly above about 40%, no sharp cut-off; inactive means mostly below about 27%
# Target sequence (Q96LD8 whole entry, looked up): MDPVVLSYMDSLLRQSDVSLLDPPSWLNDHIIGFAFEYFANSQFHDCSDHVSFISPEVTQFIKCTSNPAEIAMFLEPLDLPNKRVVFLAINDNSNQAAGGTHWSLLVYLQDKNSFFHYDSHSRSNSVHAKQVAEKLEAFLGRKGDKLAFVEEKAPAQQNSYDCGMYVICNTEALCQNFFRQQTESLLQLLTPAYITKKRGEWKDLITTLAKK
# SENP8 block-2 = SENP8 protease inhibition | AID 2540 | Q96LD8 | purified SENP8, Z-RLRGG-aminoluciferin cleavage, luminescence | actives 1.2% (n = 330,000) | inhibition, % at 10 µM; in the data active means inhibition above about 50%
# UBC13 polyUb = blocks human UBC13 polyubiquitin chain formation | P61088 | TR-FRET | inhibition, % at 20 µM | actives 0.47% (n = 330,000) | AID 485273; in the data active means inhibition above about 45%, passing the limit was not always enough
# PfGluPho inh = PfG6PD (Plasmodium falciparum) enzyme inhibition | inhibition, % at 20 µM | AID 504690 | actives 0.78% (n = 350,000) | PfGluPho enzyme, NADPH resazurin-diaphorase fluorescence;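 active means inhibition reaching at least a set limit at 20 µM in the primary screen, cut at about 59% in these data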;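 further: 0% = DMSO wells with substrate and 100% = DMSO wells lacking glucose-6-phosphate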
# SENP6 inh = SENP6 protease inhibition; Q9GZR1; Recombinant SENP6 catalytic domain, aminoluciferin luminescence; inhibition, % at 10 µM; actives 1.8% (n = 330,000); AID 2599;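 active means inhibition above about 50% at the single tested dose, limit read from the data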;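 further: plate controls were DMSO wells with enzyme for no effect and DMSO wells lacking enzyme for full effect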
# SENP1 FRET inh = blocks the human SENP1 SUMO protease catalytic domain; Q9P0U3; recombinant SENP1 catalytic domain, CyPet-SUMO1-YPet FRET cleavage; inhibition, % at 10 µM; actives 0.21% (n = 360,000);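 active means inhibition at least 30% at 10 µM, raw YFP signal under a set limit, fluorescence ratio 0.5 to 1.5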;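 further: 0% = enzyme with DMSO and 100% = no enzyme wells; some results filed as inactive read as strong as hits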
#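 Material: hSENP1 catalytic domain, recombinant; medium: Tris pH 8 with BME, BSA, NP40 and catalase; compound: single concentration of 10 µM compound, 0.5% DMSO final; technique: FRET read of cyan and yellow fluorescence; timing: 50 min enzyme reaction, room temperature, light-protected; reagent: SFCypet-SUMO1-SFYpet substrate at 25 nM; control set: no-enzyme low, enzyme-DMSO high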
# SENP7 inh = inhibitors of human SENP7 protease; Q9BQF6; actives 1.5% (n = 330,000); inhibition, % at 5 µM; recombinant SENP7, Z-RLRGG-aminoluciferin luminescence, 40 min;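 active means inhibition above about 50% at the single test dose, limit read from the data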;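 further: plate controls were DMSO with enzyme for no effect and no enzyme buffer wells for full effect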
# * marks the source's active call; other numbers are inactive results; . = not tested or not shown.
SMILES,HKDC1 inhibitor,MIN6 prolif,SENP8 block-1,SENP8 block-2,UBC13 polyUb,PfGluPho inh,SENP6 inh,SENP1 FRET inh,SENP7 inh
CCN1CCN(c2cc(C)c3cc(NC(=S)N4CCN(c5ccc(F)cc5)CC4)ccc3n2)CC1,-1,-6,-223,2,47*,14,-10,-18,-5
Cc1ccc(S(=O)(=O)N2CCN(CCOc3ccccc3)CC2)cc1,-1,2,12,-6,2,9,-5,3,1
Cc1cc(C(=O)COc2ccccc2C(N)=O)c(C)n1CC1CCCO1 (stereo not drawn),-5,-6,12,-4,19,-8,-19,0,4
O=C(NCCOc1ccccc1)C1CCCCC1,-1,4,9,-3,14,-11,-9,-2,3
CCCOc1ccc(-c2nc(N)n[nH]2)cc1,-5,-4,4,-11,-5,-8,-6,0,-5
CCCCN(CC)CCNC(=O)CNC(=O)Cn1ccc2ccccc2c1=O,3,2,1,3,4,12,-12,1,1
Cc1cccc(C(=O)O/N=C2/CC3CCC2(C)C3(C)C)c1 (stereo not drawn),3,0,17,2,6,0,3,2,4
CCCc1ccc(-c2cc(C(=O)NN3CCOCC3)c3ccccc3n2)cc1,-10,-5,-6,2,9,11,-2,1,1
COc1ccc(NC(=O)CN(C)C(=O)CCCc2nc3ccccc3s2)cc1,-5,0,11,-5,4,11,-2,-1,-1
Cc1ccc(CNS(=O)(=O)c2ccc3c(c2)NC(=O)CS3)cc1,1,-5,11,3,-8,-1,20,0,7
CCC(NC(=O)c1ccc([N+](=O)[O-])cc1[N+](=O)[O-])c1ccccc1 (stereo not drawn),1,0,22,-6,-20,-16,-26,-1,-1
O=c1nc(/C=C/c2cc([N+](=O)[O-])ccc2Cl)cc(C(F)(F)F)[nH]1,30,-6,17,-2,-17,13,2,3,4
O=C(O)c1cc(-c2ccc(/C=C3/SC(=S)N(Cc4ccccc4)C3=O)o2)ccc1Cl,6,.,28,.,.,-6,.,-25,.
Cn1c(=O)[nH]c(=O)c2c1nc([N+](=O)[O-])n2Cc1ccccc1,11,-4,23,-3,-5,86*,-8,2,6
C[C@H](CO)N1C[C@H](C)[C@@H](CN(C)C(=O)Nc2ccc(C(F)(F)F)cc2)Oc2c(NS(=O)(=O)c3ccc(F)cc3)cccc2C1=O,-1,-4,4,-12,-14,-3,-26,1,-10
Cc1nnc(SCC(=O)NCCN2C(=O)CSC2=O)n1-c1ccccc1,-6,-4,4,-9,-5,-1,0,2,-3
O=C(COC(=O)/C=C/c1ccc(F)cc1)Nc1cccc(S(=O)(=O)N2CCCC2)c1,-9,-4,-4,-3,-6,22,0,0,11
Cc1ccc(NC(=O)COC(=O)CCOc2ccccc2C)cc1,7,-1,4,-7,3,10,-38,1,-3
COc1ccc2cc(CCNS(=O)(=O)c3ccc(NC(C)=O)cc3)c(=O)[nH]c2c1,-3,0,-98,-4,6,-16,21,0,-9
CC(C)(C)OC(=O)N/N=C/c1cc(N=Nc2ccccc2)ccc1O,-8,-6,19,3,-73,-4,7,4,-5
Cc1cc(Cl)ccc1OCC(=O)OCC(=O)Nc1cccnc1Cl,6,1,12,-15,-7,-16,-21,4,-5
CC1CCc2nn(CC(=O)N3CCc4ccccc43)cc2C1 (stereo not drawn),-5,0,7,3,-1,16,3,1,1
Cc1cccc(OCC(=O)OCC(=O)Nc2ccc(Cl)cn2)c1,8,-5,1,-2,8,6,0,3,0
COc1cc(OC)c(C2N(c3ccccn3)C(=O)C3CCCN32)cc1OC (stereo not drawn),2,1,-44,-8,-2,-3,-20,1,-9
CCOc1c([N+](=O)[O-])cc2c(C)c(C(=O)N3CCN(C)CC3)oc2c1OCC,9,-2,13,7,-3,10,13,1,0

# Single entries from the results shown.
# Under UBC13 polyUb, `CCCOc1ccc(-c2nc(N)n[nH]2)cc1` shows -5
# Under SENP8 block-1, `Cc1nnc(SCC(=O)NCCN2C(=O)CSC2=O)n1-c1ccccc1` shows 4

# Further entries follow.
SMILES,HKDC1 inhibitor,MIN6 prolif,SENP8 block-1,SENP8 block-2,UBC13 polyUb,PfGluPho inh,SENP6 inh,SENP1 FRET inh,SENP7 inh
O=C(NCc1nc(-c2ccccc2)no1)c1cccs1,-1,-1,9,-4,2,-9,-13,2,-2
COc1ccc(-c2cn3cccnc3n2)cc1NC(=O)c1cc(OC)c(OC)c(OC)c1,-4,-1,-399,-3,-2,-7,-8,-2,-12
O=c1ncn(C2CCCCC2)c(=O)[nH]1,-8,.,9,.,.,-6,.,2,.
CN1CCN(NS(=O)(=O)c2ccc(Cl)cc2)CC1,3,0,25,6,-5,25,-11,1,0
Oc1cccc2c(-c3nn[nH]n3)ccnc12,1,-1,2,3,-18,-9,14,2,2
Cc1cccc(C(C)C)c1NC(=O)c1cccnc1,-2,0,14,2,1,-11,1,0,-2
CCN(CC(=O)Nc1cc(C)nn1-c1nc(C)cc(C)n1)Cc1ccccc1,-19,-3,11,1,0,-18,-7,2,1
COC(=O)C1=CN(c2ccc(F)cc2)C=C(C(=O)OC)C1c1ccc(O)cc1,2,3,-307,-1,12,8,-3,-24,-1
CCOc1ccc(Br)cc1S(=O)(=O)NCc1ccc(S(N)(=O)=O)cc1,-1,-1,5,-3,-4,8,-7,-2,6
O=C(COC(=O)c1cc(S(=O)(=O)N2CCOCC2)ccc1F)c1ccccc1,-2,-3,-1,6,2,5,17,0,-5
COc1cc(NS(=O)(=O)c2ccc(NC(=S)NC(=O)/C=C/c3ccco3)cc2)ncn1,4,2,-10,4,-16,-12,10,-4,2
O=C(C[C@@H]1C/C=C\C[C@H](Cc2ccc(F)cc2)C(=O)OC[C@@H]2CCCN2C1=O)N[C@H](CO)Cc1ccccc1,-11,-5,12,-8,-18,3,-15,1,-12
O=C1NCCCc2c1oc1cc(Br)c(O)c(Br)c21,-2,0,14,-2,-2,4,9,-27,10
O=C(CSc1nnc(-c2cccs2)o1)N1CCOCC1,-14,.,13,.,.,-6,.,1,.
CCCc1cc(C(=O)N(C)CC(=O)Nc2ccc(OCC)c(OCC)c2)sc1C,-3,5,10,-12,-4,-13,-22,0,13
CN(C)c1cc[n+](CC(=O)Nc2ccc(Cl)c([N+](=O)[O-])c2)cc1,-5,1,15,3,-6,5,13,1,0
O=C(COC(=O)c1cnc(Cl)c(Cl)c1)c1ccc(F)cc1,-5,0,6,-12,-4,6,0,3,-17
COC(=O)c1ccccc1NC(=O)COC(=O)CSCC(=O)N1CCOCC1,-2,-1,32,-7,-4,12,-4,3,-12
O=C(NCc1nc(-c2ccccc2)no1)c1ccc2c(c1)OCO2,-5,-2,6,-12,-4,5,-12,2,-5
CCc1ccc2nc(Nc3nc(COC)cc(=O)[nH]3)nc(C)c2c1,3,-3,16,2,1,-5,-27,1,-1
COc1ccc(NCC(=O)Nc2ccccc2C#N)cc1Cl,9,-1,10,7,0,-9,5,-3,6
CC(C)c1nnc(SCC(=O)NCc2ccc3c(c2)OCO3)n1C,-5,-1,-3,-3,-4,-13,-9,-1,-3
O=C(CN1CCCCCC1)Nc1ccc(S(=O)(=O)N2CCOCC2)cc1,0,-1,6,-14,-8,-16,10,1,-11
Cc1cc(N2CCOCC2)c(F)cc1C(=O)c1ccccc1,-1,1,6,-1,18,2,7,1,3
COc1ccc2c(C)c(C(=O)N3CCN(Cc4ccccc4)CC3)oc2c1,1,-1,13,-6,-3,-17,-2,0,6

# At a glance, some entries already given.
SMILES,HKDC1 inhibitor,MIN6 prolif,SENP8 block-1,SENP8 block-2,UBC13 polyUb,PfGluPho inh,SENP6 inh,SENP1 FRET inh,SENP7 inh
Cc1cccc(C(C)C)c1NC(=O)c1cccnc1,-2,0,14,2,1,-11,1,0,-2
CCN(CC(=O)Nc1cc(C)nn1-c1nc(C)cc(C)n1)Cc1ccccc1,-19,-3,11,1,0,-18,-7,2,1
COC(=O)C1=CN(c2ccc(F)cc2)C=C(C(=O)OC)C1c1ccc(O)cc1,2,3,-307,-1,12,8,-3,-24,-1
CCOc1ccc(Br)cc1S(=O)(=O)NCc1ccc(S(N)(=O)=O)cc1,-1,-1,5,-3,-4,8,-7,-2,6

# The results go on.
SMILES,HKDC1 inhibitor,MIN6 prolif,SENP8 block-1,SENP8 block-2,UBC13 polyUb,PfGluPho inh,SENP6 inh,SENP1 FRET inh,SENP7 inh
O=C(c1cn(Cc2ccccc2)nc1-c1ccc(Cl)cc1)N1CCN(c2ccccn2)CC1,3,-6,-10,-11,1,24,-6,1,-10
CCCNC(=O)C(Cc1ccc(I)cc1)NC(=O)c1ccc2ccccc2n1 (stereo not drawn),0,-4,9,8,15,20,-3,2,6
CCOc1ccc(N2CC(C(=O)NC3CCCC3)CC2=O)cc1 (stereo not drawn),-5,0,0,0,5,13,-11,1,1
CCCc1c(O)c2ccccc2n(-c2ccccc2)c1=O,-1,-2,-209,-11,3,19,-19,-1,11
CNc1nc(N)c([N+](=O)[O-])c(NC2CCCCC2)n1,-4,2,15,1,11,7,19,1,-1
Cc1noc(C)c1S(=O)(=O)N1CCCC(C(=O)NCCc2ccc(Cl)cc2)C1 (stereo not drawn),3,1,10,-4,5,6,-7,-2,1
COc1cccc(CNc2ccc([N+](=O)[O-])c(NCC(=O)O)n2)c1,-7,-4,23,5,-1,-5,7,-2,5
Cc1ccccc1N(CC(=O)NCC1CCCO1)C(=O)CCC(=O)Nc1nccs1 (stereo not drawn),-6,0,2,-4,-4,2,-12,3,-5
Cc1cccc(C)c1OCc1nnc(SCC(=O)NCCc2ccccc2)o1,0,-2,9,3,92*,-8,12,1,0
O=c1cc(CN2CCN(Cc3ccccc3)CC2)c2cc(O)ccc2o1,1,-1,-19,-10,-7,16,-2,0,-10
O=c1oc(-c2ccc(Cl)c(Cl)c2)nn1-c1ccc(C(F)(F)F)cn1,-4,0,33,1,6,5,0,1,-1
COc1ccc(N(CC(=O)N2CCc3ccccc3C2)S(C)(=O)=O)cc1,-8,-2,19,-8,-4,8,-16,0,8
CCC(C)(C)NC(=O)CN(C(=O)c1snc(C(N)=O)c1N)c1ccc(OC)c(OC)c1,-9,1,-49,4,20,-13,-15,1,10
CCOC(=O)C1=C(c2ccccc2)O/C(=C(/C#N)C(F)(F)F)S1,.,-5,.,0,8,.,9,.,-2
COc1ccccc1NC(=O)CSc1nnc(CNC(=O)COc2ccc(Cl)cc2)o1,-2,0,10,6,4,4,9,1,17
O=C(O)c1cc(S(=O)(=O)N(Cc2ccccc2)c2ccccc2)ccc1Cl,0,-3,0,4,3,-31,-11,2,4
O=S(=O)(NCc1ccccc1Br)c1ccccc1Br,8,7,-2,-9,-3,18,-14,2,2
Cc1ccc(C(=O)CSc2nnc(-c3ccccc3)o2)cc1,-6,-2,4,-4,-2,12,-2,-1,-5
COC(=O)c1sccc1NC(=O)CC1C(=O)NCCN1C(=O)Nc1cc(Cl)ccc1OC (stereo not drawn),-3,0,2,6,8,34,9,0,-2
CN1CCc2c(sc3c2c(=O)n(-c2ccccc2)c2nnc(SCc4ccc(Cl)cc4)n32)C1,6,-4,-367,-11,7,52,3,-9,-9
COc1cc(/C=C2\SC(=S)N(CCC(=O)Nc3ccccc3O)C2=O)cc(OC)c1OC,1,-4,13,-2,-19,11,-15,12,-8
O=C(Nc1ccccn1)c1cccc(S(=O)(=O)N2CCc3ccccc3C2)c1,-3,-3,8,-5,-5,5,-12,0,-10
COc1cc2c(cc1OC)C(c1cccc(Br)c1)NC(=O)C2 (stereo not drawn),2,-1,11,-1,3,-5,-13,-1,1
CCC(C(=O)NCCN1CCOCC1)n1c2ccccc2c2nc(=O)cc(C)n21 (stereo not drawn),-7,1,-23,-7,6,0,-5,-1,1
